INS-1E GSIS act: GLuc luminescence reporter in INS-1E cells, primary screen for activators of glucose-dependent secretion of insulin; AID 743287; 370,000 compounds, 0.61% hits; INS-1E GLuc reporter insulin secretion, 2-3 h; activation, % at 16.6 µM;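 active = lowest replicate activation of at least 40%, so every replicate reaches that level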;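 note: 0% = median of neutral control wells and 100% = median of IBMX positive control wells; some compounds called inactive have numbers as strong as hits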
esBAF inh: inhibitors of esBAF chromatin remodeling in mouse ES cells. Bmi1-luciferase knock-in reporter, 24 h; 100% = twice the neutral-well signal. reporter increase, % at 12.5 µM. 350,000 compounds, 2% hits. AID 602393; in the data active = activation above about 40%; inconclusive = no clear call, values can overlap the other calls;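 note: 0% = median of the plate's neutral control wells and 100% = double that signal; a rise in the Bmi1 reporter signal indicates esBAF inhibition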
RAD54 inh: blocks human RAD54 Holliday junction branch migration; FAM/BHQ fluorescence; inhibition, % at 10.4 µM; Q92698; AID 602329; 360,000 compounds, 0.14% hits;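 active = mean normalized replicate activity at least 40 and at least half of replicates scoring 40 or more; inconclusive = only one of the two criteria met; inactive = mean below 40 and under half of replicates reaching 40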;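 note: 0% = median of neutral control wells and 100% = median of positive control wells; inhibitors cause a drop in the FAM fluorescence signal; in these data hits start at about 50%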
ARNT-TACC3 inh: ARNT/TACC3 interaction disruption; AlphaScreen His-ARNT PAS-B/GST-TACC3 binding, luminescence; TACC3 fragment carries E629A point mutation; inhibition, % at 9.99 µM; 390,000 compounds, 0.66% hits;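 active = mean inhibition of replicates at least 50% and at least half of replicates each reaching 50%; inconclusive = half or more replicates reach 50% but mean below 50%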;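 note: 0% = complete ARNT plus TACC3 wells and 100% = ARNT alone without TACC3; many hits fall short of the cut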
RAD52 anneal inh: inhibitors of human RAD52 DNA annealing; P43351; recombinant RAD52 DNA annealing, FRET fluorescence; inhibition, % at 18.7 µM; 360,000 compounds, 0.46% hits; AID 651710;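 active = every replicate showing at least 50% inhibition; inconclusive = mean inhibition at least 50% but not in every replicate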
Target sequence (P43351 whole entry, looked up): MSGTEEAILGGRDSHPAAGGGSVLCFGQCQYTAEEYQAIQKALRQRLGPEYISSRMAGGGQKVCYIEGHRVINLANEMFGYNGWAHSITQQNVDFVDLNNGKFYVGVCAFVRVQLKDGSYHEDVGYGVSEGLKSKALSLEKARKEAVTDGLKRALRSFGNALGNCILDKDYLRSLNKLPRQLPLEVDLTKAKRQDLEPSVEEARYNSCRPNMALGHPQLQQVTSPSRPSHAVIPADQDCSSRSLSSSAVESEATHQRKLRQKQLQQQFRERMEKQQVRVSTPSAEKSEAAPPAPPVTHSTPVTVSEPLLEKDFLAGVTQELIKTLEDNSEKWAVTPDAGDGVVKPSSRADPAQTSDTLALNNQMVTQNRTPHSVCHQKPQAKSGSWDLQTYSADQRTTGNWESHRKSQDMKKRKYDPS
F508del corr: correctors of CFTR F508del function in bronchial epithelial cells. CFBE cells, YFP halide quenching; stimulated with forskolin plus potentiator P3; % fluorescence drop versus neutral controls. activity (quench increase), % at 7.58 µM. 350,000 compounds, 0.36% hits;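 active = mean added fluorescence quench of at least 8% versus neutral control, with both replicates also reaching 8%; inconclusive = only one of the mean or replicate conditions met; inactive = mean below 8% and not both replicates reaching 8%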;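 note: cells transiently co-express mutant CFTR-F508del with the halide-sensitive YFP; corrector assay measuring rescue of mutant channel to the surface after 24 h compound exposure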
ERAP1 inh: inhibitors of human ERAP1 aminopeptidase; recombinant ERAP1, Leu-AMC fluorescence, 60 min; 340,000 compounds, 0.15% hits; inhibition, % at 10.7 µM; Q9NZ08;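 active = mean replicate inhibition of at least 30%, or all replicates individually reaching that 30% level; inactive = mean below 30% and not every replicate reaching it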;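 note: 0% = neutral control wells and 100% = L-leucinethiol positive control wells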
Xi reactivation: X-chromosome reactivation activator. XiGFP mouse fibroblasts, % GFP-positive cells imaging, 3 d; cells co-treated with 5-aza-dC sensitizer; scaled so ellipticine positive control = 100%. activation, % at 7.58 µM. 360,000 compounds, 0.055% hits. AID 743238;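 active = mean normalized replicate activation at least 10% and every replicate at or above 10%; inconclusive = only one of the two criteria met; inactive = mean below 10% and not all replicates reach 10%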;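 note: 0% = median of on-plate neutral control wells and 100% = ellipticine 6 µM median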
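material = 68-5-11 XiGFP fibroblast line | medium = DMEM plus 5-aza-dC sensitizer | schedule = 3 days compound exposure | benchmarks = positive control ellipticine, 6 µM final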
The depositor's hits bear a star; ? = inconclusive; / = no result given.

Structure	RAD54 inh	ARNT-TACC3 inh	INS-1E GSIS act	RAD52 anneal inh	Xi reactivation	F508del corr	ERAP1 inh	esBAF inh
C[C@H](CO)N1C[C@H](C)[C@@H](CN(C)S(C)(=O)=O)Oc2cc(-c3ccc(F)cc3)ccc2S1(=O)=O	/	/	2	/	0.6	-1.0	/	6
CCCNC(=O)N1CC2(C1)[C@H](c1ccccc1)[C@H](CO)N2CC1CC1	/	/	4	-2	0.0	-1.8	2	/
CCOC(=O)C1=CCN(S(=O)(=O)c2ccc(C)cc2)C1c1ccc(Cl)c(Cl)c1 (centres undefined)	5	/	8	-19	0.1	-1.1	/	-5
CCN1C/C(=C/c2ccc(N3CCOCC3)cc2)C(=O)/C(=C/c2ccc(N3CCOCC3)cc2)C1	/	-3	-15	-70	2.5	-1.0	1	/
CO[C@H]1CN(C)C(=O)c2cc(NC(=O)C3CCCC3)ccc2OC[C@@H](C)N(C)C[C@H]1C	4	-14	-5	-6	-0.1	1.0	-2	1
CC(=O)C1C(c2ccc(Cl)cc2)c2c(noc2C)CC1(C)O (centres undefined)	-4	/	16	-6	0.8	1.4	-2	-6
CCOC(=O)C1(C(=O)OCC)NC(=O)CC1C (centres undefined)	/	-4	-3	-9	0.0	-4.0	-4	4
O=C(Nc1ccc2c(c1)OCO2)c1ccc2c(c1)S(=O)(=O)c1ccccc1C2=O	-8	/	14	-17	0.0	-5.3	-1	1
CCCC(=O)Nc1ccc2c(c1)C(=O)N(C)C[C@@H](OC)[C@H](C)CN(Cc1cccc(F)c1)[C@@H](C)CO2	3	4	-39	17	0.1	0.3	0	4
CC(C)(C)NC(=O)C(OC(=O)c1cccs1)c1ccccc1 (centres undefined)	/	-7	5	-2	0.1	?	/	/
COc1ccc(S(=O)(=O)N(C)C[C@@H]2Oc3c(NS(=O)(=O)c4ccc(F)cc4)cccc3C(=O)N([C@@H](C)CO)C[C@H]2C)cc1	0	5	19	/	0.0	-0.2	/	-5
C[C@@H]1CN([C@@H](C)CO)C(=O)Cc2cc(NC(=O)Cc3cn(C)c4ccccc34)ccc2O[C@@H]1CN(C)Cc1ccc(C(=O)O)cc1	-3	1	33	-5	0.4	1.6	0	-3
C[C@@H]1CN([C@H](C)CO)C(=O)Cc2cc(NC(=O)CCCCCC(=O)Nc3ccccc3N)ccc2O[C@H]1CN(C)S(C)(=O)=O	0	6	8	-5	-0.2	-0.9	1	10
COc1cccc(NC(=O)N[C@H]2C=C[C@H](CC(=O)Nc3ccc(-c4ccccc4)cc3)O[C@H]2CO)c1	5	12	-5	-4	0.5	-0.8	-1	6
O=c1[nH]nc(Sc2ccccc2)c(=S)[nH]1	13	/	15	-15	-0.1	1.6	1	/
Cc1ccc(CC2C(=O)N(c3cc(Cl)ccn3)C(=O)C2C)cc1 (centres undefined)	/	-9	-24	0	0.2	0.0	-1	/
C[C@@H]1CN([C@H](C)CO)C(=O)CCCn2cc(nn2)CO[C@H]1CN(C)Cc1ccc(C(=O)O)cc1	/	/	9	2	-0.1	0.7	-1	/
Cc1cccc(-n2c(O)c(C=Nc3ccccc3)c3ccccc3c2=O)n1	16	-8	8	-26	0.0	-1.5	-2	-1
C=CCNC(=S)NC1CC(C)(C)NC(C)(C)C1	/	-4	/	4	0.0	/	-3	/
CS(=O)(=O)N1[C@@H](C#N)[C@@H](c2ccc(C#CC3CCCC3)cc2)[C@@H]1CO	4	-4	-13	3	-0.1	-1.1	3	-2
O=C(C1CCOCC1)N1[C@H](CO)[C@H](c2ccccc2)C12CN(Cc1cncnc1)C2	/	/	-4	-15	0.3	4.1	0	/
OCCC1CN(CCCc2ccccc2)CCN1CCc1ccccc1 (centres undefined)	16	13	-4	-13	0.1	3.1	-4	-7
CCC(CC)C(=O)Nc1c2c(nn1-c1ccc(C)cc1)CS(=O)(=O)C2	-10	27	2	-11	0.2	0.0	4	-6
CCOC(=O)N1CCN(C(=O)C(C)NC(=O)c2ccco2)CC1 (centres undefined)	-2	-22	4	-7	0.0	-1.2	0	-10
C[C@H](CO)N1C[C@H](C)[C@H](CN(C)C(=O)C2CCOCC2)Oc2ncc(C3=CCCC3)cc2C1=O	-6	-7	7	4	0.0	0.0	2	-11
Cn1ccnc1C1CCCCN1C(=O)c1cc(COc2ccc(F)cc2F)on1 (centres undefined)	-3	4	-22	10	-0.2	0.7	0	5
Cc1noc(C)c1NC(=O)N(C)C[C@@H]1OCCCC[C@@H](C)Oc2ccc(NC(=O)Nc3ccc(F)cc3)cc2C(=O)N([C@H](C)CO)C[C@@H]1C	-2	-12	5	12	0.0	2.9	2	4
Nc1nc(SCC(=O)Nc2ccc([N+](=O)[O-])cc2)[nH]c(=O)c1NC(=O)c1ccc(Br)o1	11	-7	-10	-11	0.2	-1.4	2	0
COc1ccc(S(=O)(=O)NCc2cc(=O)n(C)c(=O)n2C)cc1F	/	-4	16	-12	0.1	0.0	-2	-5
CN(CC(=O)Nc1c(Cl)cccc1Cl)C(=O)c1cc(S(=O)(=O)N(C)C)ccc1N1CCCC1	4	-19	-4	-13	0.0	-2.5	1	-3
COc1cccc(NC(=S)N(CCCN2CCC(C)CC2)Cc2cccs2)c1	4	2	11	-49	-0.1	2.3	-5	/
COC(=O)c1ccc(S(=O)(=O)N(Cc2ccccc2)Cc2ccccc2)n1C	/	-25	-1	-5	0.3	-0.9	4	2
O=C(CS(=O)(=O)c1ccc(Cl)cc1)Nc1nnc(-c2cccs2)o1	-6	13	-4	2	-0.1	1.9	1	-3
COc1cc(OC)c(OC)cc1/C=N/NC(=O)CSc1ccccc1F	6	9	10	-8	0.0	-0.9	0	-2
COc1ccc(/C=C2\SC(=S)N(CCC(=O)N3CCOCC3)C2=O)cc1OC	11	/	20	-73	0.6	0.3	0	0
Cc1ccc2c(c1)N(CC(=O)NCCCN1CCOCC1)C(=O)c1cccnc1O2	1	-1	12	0	0.0	-0.5	-6	-5
O=C(C[C@@H]1C[C@H]2c3cc(NC(=O)Cc4ccncc4)ccc3O[C@H]2[C@H](CO)O1)NCc1ccccn1	-9	7	-19	-1	0.1	2.0	2	-1
Cc1ccc(C(=O)N/C(=C\c2cccs2)C(=O)N2CCOCC2)cc1C	-4	-2	-4	-8	0.3	3.6	-3	-10
CO[C@H]1CN(C)C(=O)c2ccc(NC(=O)NC(C)C)cc2OC[C@@H](C)N(C(=O)C2CCC2)C[C@H]1C	-3	-8	1	11	0.3	-2.1	-2	-2
O=C(CCNS(=O)(=O)c1ccccc1)NNC(=O)c1cccc(Cl)c1	-4	4	0	-3	0.0	-4.3	0	-7

Reformatted with values under each structure: two of the compounds above
The line under a structure holds: RAD54 inh	ARNT-TACC3 inh	INS-1E GSIS act	RAD52 anneal inh	Xi reactivation	F508del corr	ERAP1 inh	esBAF inh
- O=C(C[C@@H]1C[C@H]2c3cc(NC(=O)Cc4ccncc4)ccc3O[C@H]2[C@H](CO)O1)NCc1ccccn1
    -9	7	-19	-1	0.1	2.0	2	-1
- O=C(CS(=O)(=O)c1ccc(Cl)cc1)Nc1nnc(-c2cccs2)o1
    -6	13	-4	2	-0.1	1.9	1	-3

Other records:
Structure	RAD54 inh	ARNT-TACC3 inh	INS-1E GSIS act	RAD52 anneal inh	Xi reactivation	F508del corr	ERAP1 inh	esBAF inh
CN1CCCCN2[C@@H](CO)[C@@H](c3ccc(-c4cccnc4)cc3)[C@@H]2C1	4	2	-3	16	0.0	0.3	-3	-3
O=C(/C=C/c1ccco1)N(c1ccccn1)c1ccccn1	/	20	-2	-35	0.0	-2.5	6	/
CCc1ccc(-n2c(=O)c3c(C)c(C)sc3n(CC(=O)NCC3CCCO3)c2=O)cc1 (centres undefined)	/	0	2	-14	0.0	0.6	2	1
CC1(C)CC(=O)C(C=Nc2ccc3[nH]ncc3c2)=C(O)C1	-7	-1	4	/	/	/	/	7
O=C(OC1CCCCC1=O)c1cc(Cl)ccc1[N+](=O)[O-] (centres undefined)	/	-1	-10	-11	0.0	-6.1	0	/
CNC[C@H]1Oc2ccc(NC(=O)Nc3ccc(OC)cc3)cc2CC(=O)N([C@H](C)CO)C[C@@H]1C	-4	5	-17	4	0.8	-3.6	-2	0
CO[C@H]1CN(C)C(=O)c2cc(C#N)ccc2OCC[C@@H]2CC[C@@H](OC)[C@H](CN(C)C(=O)[C@H]1C)O2	-3	-9	-16	-7	0.3	/	-4	0
Cc1cccc([C@@H]2[C@@H]3C(=O)N(Cc4ccccc4)C(=O)[C@@H]3[C@]3(Cc4ccc(Cl)cc4)C(=O)N(c4ccc(Br)cc4)C(=O)N23)c1	0	0	/	-11	-0.2	0.9	0	5
COc1cccc(N2CCN(C(=O)C3CCN(S(=O)(=O)c4ccc5c(c4)oc(=O)n5C)CC3)CC2)c1	2	-6	3	-8	0.0	2.5	-2	-1
C[C@H](CO)N1C[C@H](C)[C@@H](CN(C)Cc2ccc3c(c2)OCO3)OCCCC[C@H](C)Oc2ccc(NC(=O)Nc3ccc4c(c3)OCO4)cc2C1=O	11	10	-30	39	0.1	-1.4	1	5
COC(=O)CCCC1=CC2=CC(=O)C(C)(OC(=O)c3cccs3)C(=O)C2=CN1CC1CC1 (centres undefined)	-10	12	5	-8	0.0	-1.0	3	6
Cc1nc(N2CCN(C(=O)c3ccco3)CC2)c(C#N)c2c1CCCC2	-7	2	5	-18	0.0	-1.2	-3	26
COCC(=O)Nc1ccc2c(c1)OC[C@H](C)N(C(=O)c1cnccn1)C[C@H](C)[C@H](OC)CN(C)C2=O	1	-15	0	-19	0.0	-0.4	0	-3
CCn1c(CNC(=O)c2ccco2)nnc1SCC(=O)Nc1cc(F)ccc1C	-5	1	15	-10	0.1	0.1	-5	-1
C/C=C/c1ccc([C@H]2[C@@H](CO)N(C(=O)CC)[C@@H]2CNC(=O)CC2CC2)cc1	-2	-6	-5	/	0.1	-2.8	/	1
COc1ccc(-c2ccc3c(c2)O[C@H](CN(C)C(C)=O)[C@H](C)CN([C@H](C)CO)S3(=O)=O)cc1	-4	1	-5	9	-1.0	2.7	0	0
COc1cccc(/C(C)=N/Nc2ccc(S(=O)(=O)N3CCCCC3)cn2)c1	0	22	-9	-4	0.1	2.0	1	7
CC(C)NC(=O)N1[C@@H]2CN(C(=O)Nc3cccc(Cl)c3)c3ccccc3[C@@H]2[C@@H]1CO	10	-4	-6	-9	0.2	-3.7	-2	3
Cc1ccc2cc(CCNC(=O)c3ccc4c(c3)OCO4)c(=O)[nH]c2c1C	2	-1	-1	-6	0.0	-0.4	-1	1
CCCn1c(=O)c(C(=O)NNS(=O)(=O)c2ccc(NC(=O)OC)cc2)c(O)c2ccccc21	2	-7	7	1	-0.1	-3.2	0	1
Cc1ccc(S(=O)(=O)Nc2ccc3c(c2)CC(=O)N([C@H](C)CO)C[C@@H](C)[C@@H](CN(C)C(=O)Nc2cccc4ccccc24)O3)cc1	3	0	-8	-11	0.2	-1.2	-2	-1
CC(C)[C@@H](CO)NS(=O)(=O)c1ccc(Br)cc1F	-5	1	-2	-16	0.1	0.4	-1	-2
Cc1cc(NC(=O)Nc2ccc(Cl)c(Cl)c2)no1	-24	0	1	-7	0.0	-5.4	3	4
Cc1oc(-c2cccc(Cl)c2)nc1CSCC(=O)O	1	-5	9	-16	0.1	1.1	2	-39

Compound activity (PubChem BioAssay)
